Source: PubChem (Fisher Drug Discovery Resource Center)
mcGAS MS inh: inhibitors of Mus musculus cyclic GMP-AMP synthase, initial high-throughput assay, cell-free, RapidFire MS | recombinant mouse cGAS, cGAMP by RapidFire MS | inhibition, % at 12.5 µM | 0.18% of 130,000 active;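 active means inhibition of cGAS enzyme activity at or above 60%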;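 further: enzyme stimulated by 45 bp dsDNA with ATP and GTP substrates; cGAMP share of summed cGAMP plus half ATP and half GTP signals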
Target sequence (Q8C6L5 whole entry, looked up): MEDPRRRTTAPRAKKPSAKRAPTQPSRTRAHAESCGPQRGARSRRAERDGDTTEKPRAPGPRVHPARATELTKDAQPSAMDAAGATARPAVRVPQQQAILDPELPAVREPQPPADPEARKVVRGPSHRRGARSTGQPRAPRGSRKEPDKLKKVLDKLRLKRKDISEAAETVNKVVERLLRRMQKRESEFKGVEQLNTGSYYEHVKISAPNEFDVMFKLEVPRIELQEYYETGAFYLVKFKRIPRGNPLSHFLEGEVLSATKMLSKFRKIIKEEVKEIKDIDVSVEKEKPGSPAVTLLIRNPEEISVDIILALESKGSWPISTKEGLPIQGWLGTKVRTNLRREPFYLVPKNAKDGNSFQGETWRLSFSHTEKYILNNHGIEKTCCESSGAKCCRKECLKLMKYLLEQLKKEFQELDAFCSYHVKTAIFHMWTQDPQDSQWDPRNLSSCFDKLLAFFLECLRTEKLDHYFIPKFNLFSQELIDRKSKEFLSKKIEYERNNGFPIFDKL
Active calls of the source: *; & = joins results of further samples. An excerpt. The share of hits here may be higher or lower than overall.

SMILES,mcGAS MS inh
CNC(=O)c1ccc(Sc2nc3cc(F)c(F)cc3[nH]2)nn1,-4
CC(C(=O)NC1CCCC1)S(=O)(=O)c1cn[nH]n1 (configuration not stated),-6
Cc1ccccc1N1CCN(C(C)C(=O)NCc2cccs2)CC1 (configuration not stated),-16
O=C(NCc1ccc2c(c1)OCO2)C(C1CCCC1)N1CCN(C(=O)c2ccc(Cl)c(Cl)c2)CC1 (configuration not stated),-2
CCn1c(=O)c2c(nc3n(C4CCCCC4)c(C)c(C)n23)n(C)c1=O,-2
CCCCN(C)C(=O)c1ccccc1NS(=O)(=O)c1ccc(OC)cc1,-3
COc1ccc(-c2ccc3nnc(Cl)nc3c2)cc1,5
COc1ccc(S(=O)(=O)NCC2CCCN(Cc3cc(C(C)C)n[nH]3)C2)cc1 (configuration not stated),-10
O=C(NCCc1ccc(F)cc1)C1(N2CCOCC2)CCCC1,-12
CCNC(=O)CNC(=O)NCc1ccccc1Oc1ccccc1F,-2
CCCc1ncc(CN2CCC(C(=O)Nc3cccc(-c4cscn4)c3)CC2)cn1,-11
COc1cc(CCC(=O)Nc2cc(F)c(F)cc2NC(C)=O)cc(OC)c1,6
N#CCCC(C#N)Cn1c(SC(F)F)nc2ccccc21 (configuration not stated),-18
O=C(Nc1cccc(OCc2cscn2)c1)NC1CCC(O)CC1 (configuration not stated),-10
CC1CN(C(=O)c2cccc(COc3ccc(Br)cc3)c2)CC(C)O1 (configuration not stated),-6
COc1ncc(-c2nccn2CCCN2CCCC2=O)cn1,22
CN(C)c1ccc(C(SCCC(=O)O)SCCC(=O)O)cc1,-7
O=C1NC2(CCSC2)C(=O)N1CC(O)c1ccc(OC(F)(F)F)cc1 (configuration not stated),10
COc1ccc(S(=O)(=O)Nc2ccc3c(c2)N(C(=O)c2ccccc2)CCC3)cc1,-3
Cc1ccc(-n2ncc3c(C4CC4)n[nH]c(=O)c32)cc1C,-4
CC(=O)N1CCC(C(=O)N(C)C(C)Cc2ccccn2)CC1 (configuration not stated),-7
CCOc1ccc(OCC)c(S(=O)(=O)NCCn2ncccc2=O)c1,-5
O=c1[nH]c(=O)n(Cc2noc(-c3ccc(Cl)cc3)n2)cc1Cl,-15
O=S(=O)(Nc1cc(F)ccc1F)c1cc(Cl)ccc1Cl,-8
CC1CN(C)CCN1C(=O)CS(=O)(=O)c1ccc(Cl)cc1 (configuration not stated),-11

Pulled by structure from the list above:
SMILES,mcGAS MS inh
CC1CN(C(=O)c2cccc(COc3ccc(Br)cc3)c2)CC(C)O1 (configuration not stated),-6
CNC(=O)c1ccc(Sc2nc3cc(F)c(F)cc3[nH]2)nn1,-4

Remaining list, next part.
SMILES,mcGAS MS inh
CCOC1CCN(C(=O)[C@H](C(C)C)N(C)C)CC1,-7
Cc1nnc(SCCn2c(N3CCCCCC3)nc3c2c(=O)[nH]c(=O)n3C)s1,-4
Cc1c(C(=O)NC2CCCC2)sc(=O)n1Cc1ccccc1F,-6
CCCCN(C(=O)c1ccc2c(c1)NC(=O)CS2)c1ccccc1,-4
CN(CC(=O)Nc1nccs1)Cc1ccc(Cl)c(Cl)c1,-10
CC(C(=O)N(C)C)N(C)Cc1cccc(C(=O)Nc2ccc[nH]c2=O)c1 (configuration not stated),-14
O=C(O)c1c(Cl)cc(C(F)(F)F)cc1Cl,9
CC1Cc2cc(-c3cc(CNC(=O)c4cccs4)no3)ccc2O1 (configuration not stated),5
O=C(NCc1ccco1)C1Cc2cc(Cl)ccc2O1 (configuration not stated),-10
Cc1ccc(-c2nc(C)c(C(C)C)c(N3CCNCC3)n2)cc1,-6
NC(=O)c1cccc(S(=O)(=O)Nc2ccsc2)c1,17
O=C(Nc1cccc(S(=O)(=O)N2CCCC2)c1)c1cccc2ncccc12,0
CCCCCn1nc(C(=O)NNS(=O)(=O)c2cccc(F)c2)c2ccccc2c1=O,-10
CCOC(=O)c1cnc2ccc(Cl)cc2c1N,-1
Cc1nc(-n2nc(-c3cccs3)cc2NC(=O)c2cccs2)[nH]c(=O)c1C,1
Cc1cc(C)cc(OCC(=O)NNC(=O)c2ccccc2Cl)c1,-6
CNC(=O)C1CCN(Cc2cccc(C(=O)Nc3ccc4[nH]ncc4c3)c2)C1 (configuration not stated),-14
N#CC1(C#N)C(c2ccccc2)C2CSC(Cc3ccccc3)(S2)C1(C#N)C#N (configuration not stated),-4
Cc1c(NC(=O)c2cccc(C(N)=O)c2)cccc1OC1CCCC1,5
Cc1cc(C2CC3CCC2C3)cc(C)c1O (configuration not stated),-10
O=C(N/N=C\C=C\c1ccccc1)/C(=C/c1cccs1)NC(=O)c1ccccc1,-7
COc1ccc(CN2CCCC(N3CCN(c4ccccc4C)CC3)C2)cc1 (configuration not stated),-5
COc1ccc(OCc2cc(C(=O)NC(C)(C)CO)no2)c2ccccc12,-8
CCn1nc(C(=O)O)c2c1CCC(NCc1cn3nc(C)sc3n1)C2 (configuration not stated),-2
Cc1cc(Cl)ccc1Nc1nc(N2CCOCC2)nc2nccnc12,-9
O=C(CCc1ccc2ccccc2c1)Nc1ccc(F)cn1,-9
COC(=O)c1ccccc1-n1c(C)cc(C=O)c1C,0
Cc1ccccc1-c1cnc(C(O)c2ccc(F)cc2)[nH]1 (configuration not stated),-7
COc1cc(Cn2nc(C)c3cnn(-c4ccc(F)cc4)c3c2=O)cc(OC)c1,-3
CC(C)(C)OC(=O)N1CCc2ccccc2C1C(=O)O (configuration not stated),-3
CCOc1ccc(NC(=O)CCN2C(=O)c3ccccc3C2=O)cc1,-7
Cc1ccccc1CCN1CCCC(CN(C)Cc2cccc(O)c2)C1 (configuration not stated),-10
COc1cc(-c2[nH]ncc2CN(CCO)Cc2ccccc2)cc(OC)c1OC,-2
CC(C)CCNC(=O)c1cn(C)c2c(=O)n(-c3ccc(F)cc3)c(=O)[nH]c12,-27
C=CCNc1ncnc2c1sc1nc(C)c3c(c12)CC(C)(C)OC3,3
Cc1ccc(C)c(OC2CCN(CC(=O)Nc3cccnc3)CC2)c1,-6
N#CCCSc1nc2ccc([N+](=O)[O-])cc2s1,5
CCSc1nc(C)c(-c2csc(C(C#N)=C3CCCC3)n2)cc1C#N,-5
Cc1ccc2c(C)c(C(=O)N(C)Cc3nnc(-c4ccccc4)o3)oc2c1,-23
Cc1nc(C(=O)N2CCOC(Cc3ccc(F)cc3)C2)cs1 (configuration not stated),-8
CCn1c(SCC(=O)N2C(C)CCCC2C)nnc1-c1ccncc1 (configuration not stated),-5
O=S(=O)(c1ccc2ncn(O)c2c1)C(F)(F)F,3
Cc1[nH]n2c(=O)c3c(nc2c1-c1ccc(F)cc1)CCCC3,1
CC1CCN(c2ccc(Br)cn2)CC1n1ccnc1 (configuration not stated),-33
Cc1cccc(NC(=O)C(NC(=O)NCc2ccc(F)cc2)C(C)C)c1C (configuration not stated),-7
COc1ccc(CCC(=O)NCc2cn(C)nc2C)cc1,-3
COc1cc(NC(=O)c2cc(F)ccc2Br)cc(OC)c1OC,-1
Cn1c(=O)[nH]c2c(nc(-c3ccc(Cl)cc3)n2CCc2ccccc2)c1=O,-4
CC(=O)N1CCC(N2CCCC(CCc3cccc(C(F)(F)F)c3)C2)CC1 (configuration not stated),-4
NC(N)=NN=Cc1cc(Br)c(O)c(Br)c1,2

Further results
SMILES,mcGAS MS inh
Cc1cccc(-n2nnnc2SCC(=O)Nc2cc(C)no2)c1,-12
COc1ccc(CC2CN(C(=O)CN3CCCCCC3)CCO2)cc1 (configuration not stated),1
COc1cc2c(c(OC)c1OC)CCNC(=O)C2,1
Clc1ccc(CSc2nnc(-c3ccco3)o2)cc1Cl,0
CN(C)S(=O)(=O)c1ccc2oc3n[nH]c(=S)n3c2c1,26
CC(Nc1ccnc2cc(Cl)ccc12)c1ccc(S(N)(=O)=O)cc1 (configuration not stated),-4
O=C(N=Nc1c(O)[nH]c2ccc(Br)cc12)c1ccc[n+]([O-])c1,-7
CC(NC(=O)c1cc(Cl)ccc1NS(C)(=O)=O)c1ccc2c(c1)OCO2 (configuration not stated),-1
CC(NC(=O)CC1Oc2ccccc2NC1=O)c1ccc2c(c1)OCCO2 (configuration not stated),3
CCOC(=O)c1[nH]ncc1CN1CCCC(N2CCc3cc(OC)c(OC)cc3C2)C1 (configuration not stated),-12
CC(C)(C)n1ncc2c(=O)n(NC(=O)COc3ccc(F)cc3)cnc21,0
COc1cccc(C(NC(C)=O)c2nc(-c3cnn(C)c3)cs2)c1 (configuration not stated),4
O=S(=O)(Cc1ccccc1)NCc1ccc(-c2cccc(F)c2)c2ccncc12,-7
CN(c1ccc(CNC(=O)C2CCOC2)cc1)C1CCCCC1 (configuration not stated),-13
Cc1ccccc1OCC(O)Cn1nc2c(cc1=O)CCC2 (configuration not stated),-4
COc1ccc(NC(=O)c2c(-c3ccccc3Cl)noc2C)cc1,-4
Cc1cc(C)nc(NNC(=O)C2CCCN(c3nc4ccccc4s3)C2)n1 (configuration not stated),-1
COc1cc(/C=C\C(=O)Nc2c3c(nn2-c2ccc(F)cc2)CS(=O)(=O)C3)cc(OC)c1OC,-4
CCn1ccc2ccc(NC(=O)N3CCN(C)C(=O)C3)cc21,-3
Cc1noc(C)c1CN(C)C(=O)Nc1cnn(CC(C)C)c1,-10
Cc1cc(C(=O)N2CCCC(C(=O)Nc3cccc(-c4ccc(F)cc4)c3)C2)no1 (configuration not stated),-6
Cn1ccnc1SCC(=O)C12CC3CC(CC(C3)C1)C2,3
O=S(=O)(NCc1ccccc1)NC(Cn1ccnc1)c1ccccc1 (configuration not stated),-22
Cc1ccccc1[C@H]1[C@@H](C(=O)NCCN2CCOCC2)C[C@@](C)(C(=O)O)N1C,-8
O=C(NCCc1ccc2c(c1)OCCO2)C1CC2CCCC(C1)C2=O (configuration not stated),-13

Some of the entries so far, field by field.
COc1ccc(CC2CN(C(=O)CN3CCCCCC3)CCO2)cc1 (configuration not stated)
  mcGAS MS inh: 1
COc1cc2c(c(OC)c1OC)CCNC(=O)C2
  mcGAS MS inh: 1

Part of the list above, with each value named:
> CCOC(=O)c1[nH]ncc1CN1CCCC(N2CCc3cc(OC)c(OC)cc3C2)C1 (configuration not stated)
  mcGAS MS inh: -12

> Cc1ccccc1OCC(O)Cn1nc2c(cc1=O)CCC2 (configuration not stated)
  mcGAS MS inh: -4

> Cc1ccccc1[C@H]1[C@@H](C(=O)NCCN2CCOCC2)C[C@@](C)(C(=O)O)N1C
  mcGAS MS inh: -8

> CN(c1ccc(CNC(=O)C2CCOC2)cc1)C1CCCCC1 (configuration not stated)
  mcGAS MS inh: -13

Remaining list, next part.
SMILES,mcGAS MS inh
Nc1ccc(N2CCCC2=O)cc1,-11
COc1ccc2cc(C3CN(c4cncc(C(=O)N(C)C)n4)CCO3)ccc2c1 (configuration not stated),-20
CC(=O)c1cc(CC(=O)NC(C)c2cnn(-c3ccccc3C)c2C)cs1 (configuration not stated),-3&2
O=S(=O)(NCCS(=O)(=O)c1ccc(F)cc1)NCc1ccccc1,-23
CN(Cc1ccccc1Br)C(=O)CCn1cnc2sc3c(c2c1=O)CCCC3,6
COc1cccc(CNc2ncn[nH]2)c1OCc1ccccc1Cl,-40
Cc1ccc(OC(C)C(=O)N2CCc3ccc([N+](=O)[O-])cc32)cc1 (configuration not stated),-2
COc1ccc(CNC(=O)CSc2nc(C)c(C)n2C2CC2)cc1OC,1
NCCCn1cc(Cl)cn1,-28
O=c1c2cn[nH]c2nc(SCc2cccc([N+](=O)[O-])c2)n1-c1ccccc1,-9
NCc1ccccc1/C=C/c1ccccc1,-17
COc1ccccc1NS(=O)(=O)c1cc(F)ccc1F,4
O=c1ccc(=O)n(C2CCS(=O)(=O)C2)[nH]1 (configuration not stated),-1
O=C(Nc1ccc(NC(=O)C2CC2)cc1C(F)(F)F)c1ccco1,-9
Cc1cn2c3c(=O)[nH]c(=O)n(C)c3nc2n1CCN1CCCC1,-1
CN(C)Cc1ccc(C2CCCN2Cc2ccc(O)c(O)c2)cc1 (configuration not stated),-2
COCc1cccc(C(=O)Nc2ccc(F)cc2C)c1,-6
CC1CCCN(C(=O)N2CCc3sccc3C2)C1 (configuration not stated),-9
Cc1cc(NC(=O)C(OC(=O)C2CC3CCCC(C2)C3=O)c2ccccc2)no1 (configuration not stated),0
CCOC(=O)c1nn(-c2ccc(C)cc2)c(=O)cc1N1CCC(Cc2ccccc2)CC1,-8
COc1ccc(C(C)=O)c(OCc2ccc(Cl)c(Cl)c2)c1,1
Cc1cnn(-c2cc(N/N=C\c3ccccc3)ncn2)c1,3
Cc1cc(-c2csc(-c3cccc(O)c3)n2)c(C)n1CC(F)(F)F,6
Cc1cc(C)n(CC(=O)N2CCc3onc(-c4ccc(F)c(F)c4)c3C2)n1,3
CN(C)S(=O)(=O)c1ccc2c(c1)CCCN2Cc1cc2c(cc1O)OCO2,11
CC(C)(C)CC(=O)NCc1nc(CC(=O)Nc2ccccn2)no1,-3
c1cncc(Cn2ccnc2-c2ccncc2)c1,-10

Some values from above:
O=C(NCc1ccco1)C1Cc2cc(Cl)ccc2O1 (configuration not stated) in mcGAS MS inh: -10
Cc1ccc2c(C)c(C(=O)N(C)Cc3nnc(-c4ccccc4)o3)oc2c1 in mcGAS MS inh: -23
